Screening results as filed in PubChem.
TTR transcr act: TTR transcription activators in neuroblastoma reporter cells, primary screen, cell-based, luminescence, SH-SY5Y, TTR promoter Gaussia luciferase; 100% = recombinant luciferase protein wells; activation, % at 16.7 µM; hit rate 1.3% among 92,000; AID 1117267, 2014;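 active means activation above the mean of all tested compounds plus 3 SD, cut at about 9.5% in these data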;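 further: cells exposed to compounds for one day before reading; 0% = median of all test compound wells on the plate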
* hit, by the source's call. A portion of the library, so the mix of outcomes need not match the whole.

SMILES	TTR transcr act
COc1cc(CNc2ccc3c(c2)CCC3)cc(OC)c1O	4.1
CCNC(=O)NC(=O)c1csc([N+](=O)[O-])c1	-1.1
O=C(O)c1ccc(-c2nc(-c3ccccc3Cl)cs2)cc1	2.3
COc1ccc(N2CCOCC2)c(NC(=O)c2ccc3c(c2)OCO3)c1	0.8
c1ccc2c(NC3CCCC3)nnc(NC3CCCC3)c2c1	1.1
CC(=O)N1Cc2[nH]c3ccccc3c2CC1C(=O)O (stereo not drawn)	-0.1
O=C(Cn1c2[n+](c3ccc(C(F)(F)F)cc31)CCCCC2)Nc1ccccc1	3.0
CC(C)n1c(/N=C/c2c[nH]c3ccccc23)nc2ccccc21	4.6
O=C(O)/C=C/C(=O)N1CCN(c2ccccc2F)CC1	2.6
CN1CCc2c(OCC(=O)N3N=C(c4cccs4)CC3c3ccc(F)cc3)cccc2C1=O (stereo not drawn)	-1.9
CCN(C(=O)COC(=O)[C@H](C)N=C1NS(=O)(=O)c2ccccc21)C1CCS(=O)(=O)C1 (stereo partly drawn)	2.5
COc1ccc(/C=N/NC(=O)c2ccc(O)cc2O)cc1CSc1ccccn1	4.3
CCOc1cc(N2CCOCC2)c(OCC)cc1NC(=O)c1cc(-c2ccco2)nc2ccccc12	-3.2
Cc1ccc(Nc2nc3c([nH]2)c(=O)n(C)c(=O)n3C)cc1	1.0
Cc1cccc(Nc2cc(=O)n(C)c(=O)[nH]2)c1	0.5
Clc1ccccc1CSc1nnc(-c2ccncc2)o1	0.3
Cc1c(Cl)cccc1NC(=O)C1Cc2ccccc2CN1C(=O)c1ccccc1 (stereo not drawn)	-1.1
CCN1CCN(c2sc(S(C)(=O)=O)nc2S(=O)(=O)c2ccc(C)cc2)CC1	-0.7
COC(=O)CCCCC1SCC(NC(=O)c2ccccc2)C1=O (stereo not drawn)	2.7
CCCn1cnc2cc(NCc3ccccn3)ccc21	-0.8
Cc1cccc(OCC(=O)Nc2sc3c(c2C#N)CCC3)c1	-0.2
COCCn1c(SCC(=O)Nc2ccc(S(N)(=O)=O)cc2)nc2ccccc21	9.8*
Cc1ccc(-c2c(C#N)c(N)n(-c3ccccc3C)c(=O)c2C#N)cc1	1.4
COCCNc1ncnc2c1cnn2Cc1ccccc1Cl	-0.8
COc1ccccc1NC(=S)N(Cc1ccc(C)cc1)Cc1ccccn1	1.1
SMILES	TTR transcr act
CC1CCCC(C)N1C(=O)COC(=O)c1n[nH]c(=O)c2ccccc12 (stereo not drawn)	-1.3
CCOc1ncccc1C(=O)Nc1ccc(Cl)c(S(=O)(=O)N2CCCC2)c1	-3.8
Cn1cnc([N+](=O)[O-])c1SCCO	1.7
C#CC(=O)N(c1ccc(OC)c(OC)c1)C(C(=O)NC1CCCC1)c1cccs1 (stereo not drawn)	-6.7
CCOC(=O)C1CCN(S(=O)(=O)c2c[nH]c(=O)[nH]c2=O)CC1	-0.5
Cc1cc(C)c(-c2cc(C(=O)Nc3c(C)n(C)n(-c4ccccc4)c3=O)[nH]n2)c(O)c1	1.6
COC(=O)C[C@@H]1C[C@@H]2c3cc(NC(=O)NC4CCCCC4)ccc3O[C@@H]2[C@H](CO)O1	0.5
CC1(C)NC(=O)N(CC(=O)Nc2ccc(-n3cnnn3)cc2)C1=O	-0.8
CC(C)C[C@@H](C(=O)NCC1CCCO1)N1C(=O)N2CCc3c([nH]c4ccccc34)[C@@]2(C)C1=O (stereo partly drawn)	-1.1
Cn1cccc1C(=O)NC(=O)COC(=O)C12CC3CC(CC(O)(C3)C1)C2	10.5*
O=C(CC(=O)c1ccccc1)Nc1ccccc1	-1.9
CC(C)[C@H](NS(=O)(=O)c1ccccc1)C(=O)OCC(=O)NC(=O)c1cccn1C	-0.4
C[C@H](OC(=O)n1ccnc1)[C@@H]1O[C@@]2(C)CCC[C@@H]1O2	0.1
CCn1ncc(/C=C/C(=O)NCc2cnn(C)c2C)c1C	-0.3
CCC(C)NC(=O)CNC(=S)N(CCCN1CCOCC1)Cc1cccs1 (stereo not drawn)	0.0
Cc1cc(=O)[nH]c(NCc2ccc(Cl)cc2)n1	-0.7
CC(C)CCNC(=O)c1ccc2c(c1)N(C)C(=O)c1ccccc1S2	0.1
COc1ccc(S(=O)(=O)Cc2ccc(C(=O)NC3CCCCCC3)o2)cc1	-0.1
COc1ccc(F)cc1C(=O)C1CCCN(Cc2cnc(N3CCCC3)s2)C1 (stereo not drawn)	1.7
O=C(NCCc1c[nH]c2ccccc12)OCc1cn(Cc2ccccc2F)nn1	-1.4
CCOc1[nH]n(-c2ccccc2)c(=O)c1C=Nc1ccc(F)cc1F	-1.1
CC(NC(=O)c1cc(S(=O)(=O)N(C)C)ccc1N1CCCC1)C1CC2CCC1C2 (stereo not drawn)	1.3
CCOc1cc(N2CCOCC2)c(OCC)cc1NC(=O)C1CCCC1	0.0
O=C1CSC(c2ccncc2)N1Cc1ccco1 (stereo not drawn)	-1.7
CCN(CCn1cccn1)C(=O)CC1C(=O)NCCN1Cc1cc(OC)cc(OC)c1 (stereo not drawn)	-0.3
SMILES	TTR transcr act
NC(=O)c1c(NC(=O)COC(=O)c2ccc(O)c(Cl)c2)sc2c1CCCC2	0.8
CC(C)Cc1nc2ccc(N)cc2[nH]1	-0.1
COCc1cc(C)n(CC(=O)Nc2cc(C)cc(C)c2)c(=O)c1C#N	-1.7
O=C(CCC1CCN(C(=O)c2cncs2)CC1)Nc1ccccc1	-0.2
CC(CO)NS(=O)(=O)c1ccc(Br)cc1F (stereo not drawn)	1.7
C[C@H](C(=O)N(C)c1ccccc1)[C@@H](O)c1ccc(Cl)cc1	0.2
Cc1ccc(O)c(NC(=S)NC(=O)Cc2ccc(Cl)cc2)c1	0.5
COc1ccc(CCNC(=O)CC2SC(=NCc3ccccc3)NC2=O)cc1 (stereo not drawn)	-1.6
COc1ccc(-n2nc(C(=O)NCC(=O)N3CCC(C)CC3)c3ccccc3c2=O)cc1	-1.8
Cc1ccc2cc(CCNC(=O)C3CCCCC3)c(=O)[nH]c2c1C	-1.2
CC(C)n1cc(C#N)c(N)n1	-0.2
COc1ccc2c(c1)CCc1c(C(=O)Nc3ccc(OC)c(OC)c3)noc1-2	-0.2
CC(C)CCNC(=O)c1cccnc1Sc1ccccc1	2.7
CN(CC(=O)Nc1ccc(F)cc1)C(=O)COC(=O)CCN1C(=O)C2CC=CCC2C1=O (stereo not drawn)	1.2
COC(=O)c1c(-c2c(Cl)cccc2Cl)noc1NC(=O)N(C)C	2.3
CCCCNc1c(-c2ccc(SC(C)CC)c(OC)c2)nc2ccc(Cl)cn12 (stereo not drawn)	-3.0
CCN1CCN(Cc2ccc(NC(=O)c3cc(NC(=O)c4cnn(-c5ccccc5)c4N)cc(OC)c3)cc2C(F)(F)F)CC1	-2.8
O=C(O)c1ccc2c(c1)NC(=O)C(N1CCCC1)S2 (stereo not drawn)	1.3
CC(=O)Nc1nc(S(=O)(=O)c2ccc(C)cc2)c(Cl)s1	2.0
CCOC(=O)c1[nH]c(C)c(C(=O)N2CCN(c3ccccc3OC)CC2)c1C	-1.3
CCN1CCN(C(=O)CSc2nc3c(c(=O)n(C)c(=O)n3C)n2C)CC1	0.7
O=[N+]([O-])c1ccc(N2CCCC2)nc1	1.8
CC(=O)N[C@@H](Cc1c[nH]c2ccccc12)C(=O)OCC(=O)Nc1ccc2c(c1)OCO2	1.8
CCN(C(=O)COC(=O)c1cc2c(s1)CCCCC2)C1CCS(=O)(=O)C1 (stereo not drawn)	0.9
Cc1nc(=O)c(-c2ccccc2)c(C)n1-c1ccccc1Cl	0.7

Shown as a hit in TTR transcr act, of those listed so far:
SMILES	TTR transcr act
COCCn1c(SCC(=O)Nc2ccc(S(N)(=O)=O)cc2)nc2ccccc21	9.8*
Cn1cccc1C(=O)NC(=O)COC(=O)C12CC3CC(CC(O)(C3)C1)C2	10.5*

Remaining list, next part:
SMILES	TTR transcr act
Fc1ccc(-n2cc(-c3ccccc3)c3c(N4CCOCC4)ncnc32)cc1	-1.3
CC(C)(C)c1cc(C(=O)NNS(=O)(=O)c2ccccc2)n[nH]1	0.7
CCc1ccc(N2C(=O)C(Cl)=C(N3CCOCC3)C2=O)cc1	1.9
COc1cc(NC(=O)c2ccc(-c3cccc(F)c3)o2)ccc1NC(=O)c1ccccc1Cl	-4.1
CCOc1cc(/C=N/N=C2/NC(=O)C(CC(=O)O)S2)ccc1OS(=O)(=O)c1ccc(C)cc1 (stereo not drawn)	0.8
O=C(Nc1ccc(C(=O)O)cc1)/C(=C\c1ccco1)NC(=O)c1ccc(Br)o1	-1.8
C[C@H](CO)N1C[C@H](C)[C@H](CN(C)S(=O)(=O)c2cccs2)OCc2cnnn2CCCC1=O	-1.3
CCN(C[C@H]1N[C@@](Cc2ccccc2)(C(=O)OC)[C@H]2C(=O)N(Cc3ccccc3)C(=O)[C@@H]12)C(=O)c1ccc(F)cc1	-1.0
Cc1cccc(-c2n[nH]c(=S)n2/N=C/c2cccs2)c1	-0.8
COc1cc(C(=O)Oc2cc(C)[nH]c(=O)c2[N+](=O)[O-])cc(OC)c1OC	-1.9
Cc1ccc(NC(=O)CSc2nnc(-c3cccs3)o2)cc1S(=O)(=O)N1CCCCC1	0.6
CS(=O)(=O)c1ccc2nc(NC(=O)c3cc([N+](=O)[O-])cc([N+](=O)[O-])c3)sc2c1	-1.2
C=CCc1cccc(CNc2ccc(Br)cc2)c1O	-0.6
CS(=O)(=O)NCCSCc1ccco1	0.6
CN(CC(=O)NCCc1ccc(F)cc1)Cc1ccc(Br)cc1	1.8
CC(C)(C)N1C(=O)[C@H]2[C@@H](c3ccc(Br)cc3)N3C(=O)N(c4ccccc4)C(=O)[C@@]3(Cc3ccccc3)[C@H]2C1=O	-0.6
O=c1oc2ccccc2c2c1SC(C(F)(F)F)C2 (stereo not drawn)	-0.7
O=C(COC(=O)c1ccc(CO)cc1)Nc1ccc2ccccc2c1	-0.6
O=S(=O)(c1ccccc1)N(Cc1nc(-c2ccccc2)no1)C1CCCCC1	-4.7
Cc1ccc(Cn2nnc3c(=O)[nH]c(C(=O)NCc4ccco4)nc32)cc1	0.7
COc1ccccc1C(=O)N1O[C@]23C=C[C@]14C[C@@H](O)CC[C@]4(C)C2CC[C@]1(C)[C@@H]([C@H](C)/C=C/[C@H](C)C(C)C)CC[C@H]13 (stereo partly drawn)	-0.2
CCN(CC(=O)Nc1ccc(OC)cc1)C(=O)c1ccc([N+](=O)[O-])cc1	1.0
CC(=O)CC(C)(C)Nc1nc2ccc([N+](=O)[O-])cc2o1	0.0
CCCCSc1nnc(CCNC(=O)OC(C)(C)C)o1	-1.7
CCc1cc(C(=O)Nc2cc(S(=O)(=O)N3CCOCC3)ccc2N2CCN(CC)CC2)sc1C	-0.9

Three compounds out of the list, arranged by length of the SMILES, falling:
SMILES	TTR transcr act
CN1CCc2c(OCC(=O)N3N=C(c4cccs4)CC3c3ccc(F)cc3)cccc2C1=O (stereo not drawn)	-1.9
O=C(Nc1ccc(C(=O)O)cc1)/C(=C\c1ccco1)NC(=O)c1ccc(Br)o1	-1.8
NC(=O)c1c(NC(=O)COC(=O)c2ccc(O)c(Cl)c2)sc2c1CCCC2	0.8

Going on with the list.
SMILES	TTR transcr act
CC(C)CNC(=O)CCCSc1nc2ccccc2[nH]1	1.4
Cc1cc(C)nc(NC(=O)c2ccc(Cl)c(Cl)c2)n1	-1.3
CCCNC(=O)Cc1c(C)oc2ccccc12	1.1
CCOC(=O)C1=C[C@@H](C(C)(C)C)N(S(=O)(=O)c2ccc(C)cc2)[C@H]1c1cccc2ccccc12	-1.7
Cc1ccc(C(=O)NCc2ccc3c(c2)OCO3)cc1Cl	-2.3
Nc1nc(/C=C/c2cccnc2)nc(-c2ccccc2O)n1	-0.6
CC(C)CNc1nc(Oc2ccc(=O)n(C)n2)nc(N2CCOCC2)n1	5.8
COc1ccc([N+](=O)[O-])cc1NC(=O)C(C)OC(=O)Cc1ccc(OC)c(OC)c1 (stereo not drawn)	-0.9
COc1cc(C(=S)N2CCCC2)ccc1O	1.1
COc1ccccc1-c1cc(N)n(S(=O)(=O)c2ccc(F)c(C)c2)n1	-0.6
Cc1ccc(-c2nnn(CC(=O)N(CC(=O)NC3CCCC3)c3ccc(F)c(Cl)c3)n2)o1	-0.7
Cc1ccc(NC(=O)c2ccccc2SCC(=O)N2CCCC2)cc1S(=O)(=O)N(C)C	-0.1
Cc1cc(C)n(C(N)=NC(=O)c2ccc([N+](=O)[O-])cc2)n1	-1.1
O=C(Nc1ccc(Cl)cc1)OCc1cn(-c2ccc(Cl)cc2)nn1	0.9
C/C(=N\NS(=O)(=O)c1cccc([N+](=O)[O-])c1)c1cc2ccccc2o1	0.3
O=C1NC(Cc2ccccc2)C(=O)Nc2ccc(Br)cc21 (stereo not drawn)	0.6
COC(=O)C[C@@H]1C[C@H]2c3cc(NC(=O)Nc4ccccc4F)ccc3O[C@H]2[C@H](CO)O1	-0.5
Nc1ccc(S(=O)(=O)c2cccc(N)c2)cc1	0.8
Cc1nn2c(NCc3ccccn3)cc(C(C)(C)C)nc2c1-c1ccccc1	1.1
Nc1ccccc1Oc1ccc2ccccc2c1	-1.8
COCCNCC(=O)C12CC3CC(CC(C3)C1)C2	4.2

Rewritten comma-delimited: entries from further up.
SMILES,TTR transcr act
CCCCNc1c(-c2ccc(SC(C)CC)c(OC)c2)nc2ccc(Cl)cn12 (stereo not drawn),-3.0
CCN1CCN(Cc2ccc(NC(=O)c3cc(NC(=O)c4cnn(-c5ccccc5)c4N)cc(OC)c3)cc2C(F)(F)F)CC1,-2.8
O=C(O)c1ccc2c(c1)NC(=O)C(N1CCCC1)S2 (stereo not drawn),1.3
CC(=O)Nc1nc(S(=O)(=O)c2ccc(C)cc2)c(Cl)s1,2.0
CCOC(=O)c1[nH]c(C)c(C(=O)N2CCN(c3ccccc3OC)CC2)c1C,-1.3
